RTF Ca sens inh – cardiac RTF calcium desensitization; IANBD-labeled cardiac RTF, Ca2+ fluorescence; inhibition, % at 7.15 µM; AID 493244; actives 0.12% (n = 340,000);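 active = inhibition above the mean inhibition of all tested compounds plus 3 SD, cut at about 17% in these data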;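 note: assay run at fixed EC70 calcium of 1.6 mM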
V-ATPase pHluor – alters yeast V-ATPase proton transport. AID 504577. S. cerevisiae, pHLuorin cytosolic pH fluorescence. actives 0.37% (n = 350,000). response, % at 10 µM; in the data active = response mostly above about 7.3%, no sharp cut-off; inactive = mostly below about 5.4%; note: actives read high; inactives centre near 0; some compounds called inactive have numbers as strong as hits; reference of the scale not given here
Arr AP2 block – blocks beta-arrestin peptide binding to AP2 adaptin | FITC-arrestin peptide / GST-AP2 beads, flow cytometry; AP2 beta2 appendage carries R879A mutation | inhibition, % at 10 µM | actives 0.31% (n = 340,000);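 active = inhibition above a set limit, near 3 SD of compounds lacking own fluorescence, cut at about 54% in these data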;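 note: plate controls were DMSO wells for no effect and 5 µM unlabelled arrestin peptide for full effect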
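System: GST-AP2 R879A glutathione beads; medium: PBS, Tween 20 0.05%, BSA 0.1%; reagent: fluorescein-tagged arrestin peptide at 50 nM final; schedule: pre-incubation 12 min, peptide binding 1 h, room temperature; detection: flow cytometry, FL1 (488/535 nm); read-out: inhibition as reduced fluorescein signal on beads, percent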
DAGLB inhibitor – diacylglycerol lipase beta (human) inhibition | Q8NCG7 | HEK293T DAGLB membrane lysate, EnzChek fluorogenic substrate | inhibition, % at 5.17 µM | actives 0.059% (n = 340,000) | AID 504411; in the data active = inhibition above about 34%;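 note: 0% = enzyme with vehicle and 100% = wells lacking enzyme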
Target sequence (Q8NCG7 whole entry, looked up): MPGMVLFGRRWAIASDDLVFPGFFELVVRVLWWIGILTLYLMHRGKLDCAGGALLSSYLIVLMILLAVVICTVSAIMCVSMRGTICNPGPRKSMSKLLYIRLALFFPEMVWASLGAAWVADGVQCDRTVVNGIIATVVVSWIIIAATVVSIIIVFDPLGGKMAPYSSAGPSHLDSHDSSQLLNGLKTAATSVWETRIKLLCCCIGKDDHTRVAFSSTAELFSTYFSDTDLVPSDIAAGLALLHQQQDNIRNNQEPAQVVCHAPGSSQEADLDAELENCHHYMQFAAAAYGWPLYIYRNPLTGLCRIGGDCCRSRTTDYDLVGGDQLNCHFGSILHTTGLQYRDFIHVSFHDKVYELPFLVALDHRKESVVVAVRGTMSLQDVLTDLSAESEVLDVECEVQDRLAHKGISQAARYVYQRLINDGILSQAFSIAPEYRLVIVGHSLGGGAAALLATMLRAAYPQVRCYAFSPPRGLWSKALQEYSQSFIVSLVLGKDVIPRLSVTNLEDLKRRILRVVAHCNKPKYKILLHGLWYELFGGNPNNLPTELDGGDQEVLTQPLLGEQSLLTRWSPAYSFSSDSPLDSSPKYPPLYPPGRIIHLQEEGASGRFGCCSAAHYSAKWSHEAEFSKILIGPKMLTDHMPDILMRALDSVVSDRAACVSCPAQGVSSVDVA
NSD2 inh – inhibitors of human histone methyltransferase NSD2. O96028. NSD2 peptide methylation, AlphaScreen, 120 min. inhibition, % at 12.5 µM. actives 0.54% (n = 310,000). AID 743445; in the data active = inhibition above about 50%
LANA DNA inh – inhibitors of KSHV LANA C-terminal domain DNA binding. MBP-C-LANA/FAM-LBS DNA binding, fluorescence polarization. inhibition, % at 9 µM. actives 0.078% (n = 340,000). AID 504423;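 active = highest replicate inhibition at or above 60% at 9 µM, even if other replicates fall short; inactive = all replicates below 60% inhibition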;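 note: 0% = neutral control wells and 100% = 4 µM acridine orange control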
CAL PDZ FP-1 – human CAL PDZ-peptide interaction inhibition; Q9HD26; purified CAL PDZ, TMR-peptide fluorescence polarization, 1 h; inhibition, % at 20 µM; actives 0.02% (n = 330,000); AID 504414;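 active = highest replicate inhibition of at least 40%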;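 note: plate controls were DMSO neutral control wells for no effect and unlabeled competitor peptide control wells for full effect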
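Material: tagged CAL PDZ domain; buffer or medium: 25 mM sodium phosphate pH 7.4, 150 mM NaCl, TCEP, IgG, Thesit; compound dosing: single point, 20 µM; schedule: 1 h incubation at room temperature before polarization reading; measured by: FP readout, S and P plane fluorescence; read-out basis: percent inhibition from loss of millipolarization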
Pemphigus Ab inh – inhibitors of pemphigus antibody binding to human desmoglein-3; P32926; DSG3-coupled beads, scFv-anti-DSG3-GFP binding, flow cytometry; stronger effect = lower value; binding (percent of control), % at 10 µM; actives 0.48% (n = 310,000); AID 588358;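 active = binding more than 3 SD below its plate's average and above zero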;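 note: hits lower antibody fragment binding to DSG3; some compounds called inactive have numbers as strong as hits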
Keap1 Nrf2 FP – disrupts human Keap1 binding to Nrf2 peptide; AID 504523; actives 0.15% (n = 340,000); inhibition, % at 9.4 µM; Keap1 Kelch-Nrf2 peptide fluorescence polarization, 1536-well; Q14145; in the data active = inhibition above about 12%;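 note: human Keap1 Kelch domain with fluorescein labeled Nrf2 9mer peptide probe; 0% = neutral control wells and 100% = peptide positive control; higher means more block of Keap1 binding to Nrf2 peptide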
CAL PDZ FP-2 – CAL PDZ (human) peptide binding inhibition; Q9HD26; inhibition, % at 24.9 µM; purified CAL PDZ, TMR-peptide fluorescence polarization, 1 h; AID 602252; actives 0.92% (n = 300,000);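 active = mean inhibition of at least 30% with at least half of replicates also reaching 30%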;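 note: 0% = DMSO neutral control and 100% = excess unlabeled competitor peptide PRC23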
An asterisk follows results filed as active; . = not tested or not shown. Not all compounds are listed; the hit share may differ from the screen's.

compound | RTF Ca sens inh | V-ATPase pHluor | Arr AP2 block | DAGLB inhibitor | NSD2 inh | LANA DNA inh | CAL PDZ FP-1 | Pemphigus Ab inh | Keap1 Nrf2 FP | CAL PDZ FP-2
O=C(CCCN1C(=O)/C(=C/c2ccc3c(c2)OCO3)SC1=S)Nc1cccc(C(=O)O)c1 | -3 | -3 | 22 | 8 | 26 | -4.4 | -3.5 | 106 | -4 | 1
CCc1cc(/C(Cc2ccccn2)=N\O)c(O)cc1O | 0 | -8 | -1 | -3 | . | 0.0 | -2.6 | 98 | 2 | .
CC(C)c1ccc2oc(-c3cc(N)ccc3O)nc2c1 | -1 | 1 | 37 | 0 | 1 | 0.5 | 1.5 | 98 | 0 | -1
COc1ccccc1NC(=O)c1ccccc1N(Cc1ccccc1)S(C)(=O)=O | -9 | 1 | -1 | 1 | -1 | 0.2 | -0.7 | 121 | -2 | -3
COc1ccc(C(=O)O)cc1NC(=S)NC(=O)c1ccc(-c2ccc(Cl)cc2)o1 | 1 | -3 | -9 | 1 | -2 | -1.2 | -6.2 | 97 | 1 | 10
CCn1c(SCC(=O)NC2CCCCC2)nnc1-c1cccs1 | -2 | -2 | 3 | 2 | -1 | 0.1 | -2.4 | . | -3 | 0
CN(C)c1cc2c(cc1NS(=O)(=O)c1ccccc1)n(C)c(=O)n2C | -23 | -3 | 20 | 1 | 2 | 0.3 | -0.9 | 108 | 2 | 2
COCC(=O)Nc1ccc(Br)c(C)c1 | -2 | -1 | -5 | 0 | 0 | 0.0 | -0.5 | 108 | 0 | 3
COc1ccc(C2C(C#N)=C(N)OC3=C2C(=O)CC(C)C3)c(OC)c1OC (configuration not stated) | 0 | -4 | 15 | 1 | 1 | 1.1 | -0.6 | 113 | -1 | -1
O=C(COC(=O)c1ccc(S(=O)(=O)N2CCCC2)cc1)NCc1ccc(F)cc1 | -1 | 0 | 9 | -1 | -1 | 0.0 | -0.8 | 98 | -4 | 1
CN1CCN(C(=O)c2ccccc2NC(=O)Cc2ccccc2)CC1 | 3 | 3 | 2 | 4 | 1 | -0.3 | -1.4 | 101 | -1 | -1
COc1ccccc1-c1nc(-c2ccncc2)no1 | -4 | 2 | 1 | -4 | 0 | 0.6 | -1.4 | 94 | 1 | -8
CCOC(=O)C1=CN(Cc2ccco2)S(=O)(=O)N(C)C1c1ccc(F)c(Cl)c1 (configuration not stated) | -13 | 2 | 17 | -4 | . | 1.5 | 1.0 | 102 | -9 | -3
Cc1c(-n2c(SCC(=O)O)nnc2-c2ccccc2Cl)c(=O)n(-c2ccccc2)n1C | 1 | -7 | 4 | 1 | -1 | 0.1 | -2.5 | 100 | -6 | -6
CCCS(=O)(=O)N1CCC(C(=O)N2CCN(C(=O)OCC)CC2)CC1 | -12 | -3 | 16 | -1 | -4 | 0.0 | -0.9 | 95 | 2 | -6
COc1cccc(CNC(=O)c2cccs2)c1 | -9 | 0 | 27 | -3 | 3 | 0.1 | -2.8 | 96 | 6 | -5
COc1ccc(C(=O)C2CCCN(Cc3cn[nH]c3-c3ccc(F)cc3)C2)cc1OC (configuration not stated) | -15 | 1 | 10 | 0 | 1 | -2.9 | -1.0 | 105 | -1 | -1
COc1cc(C(=O)OCC(=O)N2CCN(C(C)=O)CC2)ccc1OCC(C)C | 8 | 3 | 5 | -3 | -2 | -0.7 | -1.3 | 111 | -5 | -1
Cc1ccc(NC(=O)CN2C(=O)C3C4C=CC(C4)C3C2=O)cc1S(=O)(=O)N(C)C (configuration not stated) | -21 | 4 | -6 | 0 | -3 | 1.0 | 0.0 | . | -5 | -2
CC(C)Oc1ccc(N2CC(C(=O)OCC(=O)NCc3ccccc3)CC2=O)cc1 (configuration not stated) | -10 | -3 | 6 | 2 | . | -0.2 | -2.0 | 94 | -3 | 1
CCc1ccccc1OCC(=O)Nc1cccc(S(=O)(=O)N2CCCC2)c1 | -5 | 0 | 1 | -5 | 20 | -0.9 | -0.5 | 103 | -1 | 0
CN(Cc1ccc(Cl)c(Cl)c1)C(=O)c1ccccc1SCC(=O)N1CCCC1 | 7 | 6 | -13 | 2 | -2 | 1.5 | -3.0 | 104 | -3 | 9
Cc1ccc(NC(=O)COC(=O)CCc2c(C)nc3nc(N)nn3c2C)cc1C | 5 | -4 | 0 | 2 | 2 | 3.3 | -0.5 | 112 | 2 | -2
Cc1nc(C(=O)N(C)C)nn1-c1ccc([N+](=O)[O-])cc1 | -3 | -2 | 10 | 1 | -23 | -0.7 | 0.2 | 99 | 0 | 4
CCOC(=O)NC(=O)/C(C#N)=C\c1ccccc1 | 0 | 5 | -4 | -1 | -3 | 0.0 | -1.2 | 87 | -9 | 3
O=C(CN(Cc1ccco1)C(=O)CNS(=O)(=O)c1ccc(Cl)cc1)NCC1CCCO1 (configuration not stated) | -3 | 1 | 15 | 0 | -2 | -0.2 | 0.6 | 89 | -4 | 1
Cc1nc2cc(NS(=O)(=O)c3cccc(F)c3)ccc2s1 | -1 | 1 | -11 | -1 | -1 | 0.0 | -1.9 | 109 | 1 | -7
Cn1c(=O)c2c(ncn2CC(=O)OCC(=O)Nc2ccc(F)cc2F)n(C)c1=O | -1 | -5 | 10 | -2 | 0 | -1.1 | 0.5 | . | -2 | 0
COc1ccc(-n2c(SCC(=O)N3CCOCC3)nc(O)c(Cc3ccccc3)c2=O)cc1 | -23 | 0 | 1 | 1 | -1 | 19 | -0.9 | 107 | 3 | -5
N#Cc1cn(CC(=O)NCc2cccnc2)c2ccccc12 | -6 | 5 | 9 | 0 | . | -0.4 | -0.1 | 99 | -4 | -2
O=C(NCc1ccccc1)c1onc(CSc2ccccc2)c1C(=O)NCc1ccccc1 | 8 | 0 | 2 | -8 | . | 1.7 | 0.1 | 106 | -4 | -1
CC(=O)NC(c1cccs1)c1cc([N+](=O)[O-])c2cccnc2c1O (configuration not stated) | 7 | 3 | . | 23 | 2 | 0.8 | -2.4 | 104 | 3 | -6
COc1ccc(C)cc1NC(=O)C(c1ccccc1)N1CCN(CC(=O)N2CCCC2)CC1 (configuration not stated) | -12 | -3 | 1 | 0 | 0 | 0.1 | -2.3 | 97 | 0 | -3
CC(=O)NC1=NN(C(C)=O)C(c2ccco2)S1 (configuration not stated) | -2 | -4 | 1 | -5 | -1 | -0.9 | -0.6 | . | -6 | 5
Cc1cc(C)c(S(C)(=O)=O)c(NN)n1 | -8 | 3 | 31 | -2 | 0 | 1.2 | -0.7 | 107 | -2 | -4
Cc1nnc(SCC(=O)NC2CCCC2)n1C(C)C | -4 | -2 | -17 | 3 | 0 | 0.8 | -2.2 | . | 4 | 1
CCOC(=O)C1(CC2CCCCO2)CCN(C(=O)Nc2ccccc2SC)CC1 (configuration not stated) | 0 | 0 | 22 | -3 | 0 | 0.8 | -0.2 | 101 | -1 | -7
CCc1nnc(NS(=O)(=O)c2ccc(NC(=O)c3ccc(Br)cc3)cc2)s1 | -11 | 0 | -11 | 8 | 1 | -0.4 | -1.2 | 88 | -9 | .
Cn1c(SCC(=O)NNC(=O)c2ccccc2)nnc1C(F)(F)F | -5 | -1 | -2 | -1 | 0 | 5.5 | -4.3 | . | -7 | -2
O=C(NC(=S)N(Cc1ccccc1)Cc1ccccc1)c1ccccc1F | -6 | -14 | 1 | -6 | -1 | 0.6 | -0.4 | 107 | 1 | -4
COc1ccc(/C=C(\NC(=O)c2cccs2)C(=O)NC(C)(C)C)cc1OC | 3 | 5 | 9 | 2 | -2 | 0.8 | -3.3 | 91 | -5 | -4
Clc1ccc(-c2cn3c(n2)SCC3)cc1 | 4 | 2 | 23 | 1 | 6 | 1.8 | 0.5 | 96 | 5 | -4
O=C(c1cc(-c2cccs2)on1)N1CCN(c2ccc(F)cc2)CC1 | -10 | 1 | -2 | -5 | -1 | 0.2 | -2.6 | 94 | -5 | .
COc1ccc(CN2CCC(Oc3ccc(C(=O)NCc4ccccn4)cc3)CC2)c(F)c1 | -5 | -7 | 28 | -2 | 6 | 0.5 | -0.9 | 104 | 1 | -1
COc1ccccc1CNS(=O)(=O)c1cc2c3c(c1)CCC(=O)N3CCC2 | 4 | 5 | 12 | -1 | -1 | -0.4 | 0.6 | 99 | 0 | .
CCCCc1cc(=O)oc2cc(C)cc(OCC(=O)N3CCC(C(=O)O)CC3)c12 | 4 | -2 | 21 | -2 | . | 1.4 | 0.5 | . | -1 | 2

Gathered by group, those above containing fluorine.
compound | RTF Ca sens inh | V-ATPase pHluor | Arr AP2 block | DAGLB inhibitor | NSD2 inh | LANA DNA inh | CAL PDZ FP-1 | Pemphigus Ab inh | Keap1 Nrf2 FP | CAL PDZ FP-2
O=C(COC(=O)c1ccc(S(=O)(=O)N2CCCC2)cc1)NCc1ccc(F)cc1 | -1 | 0 | 9 | -1 | -1 | 0.0 | -0.8 | 98 | -4 | 1
CCOC(=O)C1=CN(Cc2ccco2)S(=O)(=O)N(C)C1c1ccc(F)c(Cl)c1 (configuration not stated) | -13 | 2 | 17 | -4 | . | 1.5 | 1.0 | 102 | -9 | -3
COc1ccc(C(=O)C2CCCN(Cc3cn[nH]c3-c3ccc(F)cc3)C2)cc1OC (configuration not stated) | -15 | 1 | 10 | 0 | 1 | -2.9 | -1.0 | 105 | -1 | -1
Cc1nc2cc(NS(=O)(=O)c3cccc(F)c3)ccc2s1 | -1 | 1 | -11 | -1 | -1 | 0.0 | -1.9 | 109 | 1 | -7
Cn1c(=O)c2c(ncn2CC(=O)OCC(=O)Nc2ccc(F)cc2F)n(C)c1=O | -1 | -5 | 10 | -2 | 0 | -1.1 | 0.5 | . | -2 | 0
Cn1c(SCC(=O)NNC(=O)c2ccccc2)nnc1C(F)(F)F | -5 | -1 | -2 | -1 | 0 | 5.5 | -4.3 | . | -7 | -2
O=C(NC(=S)N(Cc1ccccc1)Cc1ccccc1)c1ccccc1F | -6 | -14 | 1 | -6 | -1 | 0.6 | -0.4 | 107 | 1 | -4
O=C(c1cc(-c2cccs2)on1)N1CCN(c2ccc(F)cc2)CC1 | -10 | 1 | -2 | -5 | -1 | 0.2 | -2.6 | 94 | -5 | .
COc1ccc(CN2CCC(Oc3ccc(C(=O)NCc4ccccn4)cc3)CC2)c(F)c1 | -5 | -7 | 28 | -2 | 6 | 0.5 | -0.9 | 104 | 1 | -1
